Bioassay records (PubChem)
FEN1 inhibitor: blocks human flap endonuclease 1 | P39748 | Potency, µM (top dose mostly 114 µM), inactives show at the highest dose activity change, negative = inhibition, hits mostly inhibitors | Recombinant FEN1 flap cleavage, fluorescence, 15 min | 0.35% of 390,000 active; note: nearly all actives have a fitted effect of over 65% in size
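With each library titrated from low to high concentration, compounds met 10 nM FEN1 for 15 min at room temperature before 50 nM substrate was added; readings at 0 and 15 min fed four-parameter Hill curve fits.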
DT40 TDP1 CPT: DT40-hTDP1 cell growth loss with CPT | chicken DT40 Tdp1-/-;hTDP1 cells + 20 nM CPT, ATP luminescence, 48 h | Potency, µM (series often up to 46.2 µM), for the others: at the top dose activity change, negative = growth inhibition, usual class: inhibitors | 12% of 420,000 active | AID 686979; note: nearly all actives have a fitted effect of over 55% in size
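Chicken DT40 Tdp1-/- cells stably complemented with human TDP1 were seeded at 400 cells/well in medium containing 20 nM camptothecin, exposed to pin-transferred compounds, and grown at 37 °C for at least 48 hr. Viability was read as ATP luminescence.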
GCN5L2 inh: blocks human GCN5L2 histone acetyltransferase | Q92830 | GCN5L2 HAT assay, ThioGlo1 CoA-SH fluorescence | Potency, µM (highest dose often 58.9 µM), for the others: at the top dose activity change, negative = inhibition, usual class: inhibitors | 0.21% of 390,000 active | AID 504327
Target sequence (Q92830 whole entry, looked up): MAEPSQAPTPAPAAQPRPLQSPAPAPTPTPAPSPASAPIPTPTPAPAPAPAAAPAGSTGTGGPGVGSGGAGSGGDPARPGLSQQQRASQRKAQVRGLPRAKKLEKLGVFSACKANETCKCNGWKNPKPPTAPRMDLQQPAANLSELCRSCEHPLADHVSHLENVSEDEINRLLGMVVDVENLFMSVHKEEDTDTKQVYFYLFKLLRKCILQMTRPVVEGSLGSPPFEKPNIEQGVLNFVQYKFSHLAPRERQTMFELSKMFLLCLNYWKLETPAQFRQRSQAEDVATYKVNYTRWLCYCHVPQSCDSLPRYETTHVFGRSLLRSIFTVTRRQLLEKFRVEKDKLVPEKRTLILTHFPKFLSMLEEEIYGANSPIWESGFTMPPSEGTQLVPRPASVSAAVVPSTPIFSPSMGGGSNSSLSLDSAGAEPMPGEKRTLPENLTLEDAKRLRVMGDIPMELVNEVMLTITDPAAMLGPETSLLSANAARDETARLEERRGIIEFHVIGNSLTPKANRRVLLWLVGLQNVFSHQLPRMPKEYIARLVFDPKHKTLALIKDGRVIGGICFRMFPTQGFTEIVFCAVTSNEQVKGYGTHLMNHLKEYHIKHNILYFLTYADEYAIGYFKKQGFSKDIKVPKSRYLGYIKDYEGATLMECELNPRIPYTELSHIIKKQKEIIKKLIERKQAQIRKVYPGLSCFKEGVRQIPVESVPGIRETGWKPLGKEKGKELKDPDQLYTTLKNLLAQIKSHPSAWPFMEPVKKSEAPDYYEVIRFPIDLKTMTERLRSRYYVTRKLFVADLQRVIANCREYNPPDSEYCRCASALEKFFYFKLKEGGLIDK
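Enzyme at 20nM final was mixed with library compounds for 15 min at room temperature. Peptide H3(1-25) at 75uM, acetyl-CoA at 70uM and ThioGlo1 at 50uM were then added. Plates were read immediately and after 20 min (Ex340nm/Em540nm).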
An asterisk follows results filed as active; ? = inconclusive; . = not tested or not shown; [ ] = another dose, or the depositor's remark. Calls come from the whole dose curve; as a rule, active = well fitted curve in the direction sought with a large enough effect; inconclusive = small, poorly fitted or top-dose-only effect, or another doubt; inactive = no such curve, though single readings can be large; an effect the other way counts as inactive or inconclusive. % is set by controls: 0 for no effect and ±100 for the full control effect; potency is the fitted concentration of half-maximal effect.

SMILES	FEN1 inhibitor	DT40 TDP1 CPT	GCN5L2 inh
N#CC1=C(N)SC(N)=C(C#N)C1CCc1ccccc1	-6%	?	-5%
CCOc1ccc(NS(=O)(=O)c2ccc(NC(=O)c3ccccc3C(=O)O)cc2)cc1	1%	16%	.
O=c1c2ccccc2ncn1CCCOc1ccccc1[N+](=O)[O-]	11%	?	1%
OCCC1CN(Cc2nc(-c3ccccc3)cs2)CCN1C1CCCC1 (stereo unspecified)	17%	?	?
COc1ccc(NC(=O)CC2COc3ccccc3O2)c(OC)c1 (stereo unspecified)	3%	-21%	45%[activator]
CC(=O)Nc1ccc(C(=O)Nc2ccc(S(=O)(=O)N3CCCC3)cc2)cc1	-1%	-24%	-5%
O=C(CCCOc1ccc(Cl)cc1Cl)NNC(=O)c1ccc(NC(=O)c2ccccc2)cc1	-11%	-23%	-5%
CC(C)(CN1CCCC1)NC(=O)C1CCC(=O)N(CCCN2CCOCC2)C1 (stereo unspecified)	24%	-1%	-1%
CCOc1ccc(-c2ncncc2-c2ccccc2OC)c(O)c1	10%	13µM*	2%
CC1CCCN(C(c2ccccc2)c2sc3ncnn3c2O)C1 (stereo unspecified)	16%	-10%	-13%
O=C(CSc1nnc(-c2cccs2)n1C1CC1)NC1CCS(=O)(=O)C1 (stereo unspecified)	9%	-12%	0%
CCOc1ccc(NC(=O)CSc2nc(-c3ccc(OC)cc3)nc3c2Cc2c(CO)cnc(C)c2O3)cc1	15%	-12%	-2%
COc1cccc(C(=O)CSc2nnc(CNS(C)(=O)=O)n2-c2ccc(C)cc2)c1	-2%	-10%	2%
O=C(CSCCO)N1CCc2ccccc21	3%	0%	-2%
O=C(NCCNC(=O)c1ccccc1Cl)c1ccco1	13%	-24%	3%
Cn1nc(OC(=O)Nc2ccc(F)cc2)cc1C(F)(F)F	0%	-11%	1%
COc1ccc(N2CCN(C(=O)CCSCc3ccccc3F)CC2)cc1	11%	?	1%
O=C(NC1CCCCCC1)c1cccs1	-4%	-17%	-10%
Cc1ccc(C(=O)NNC(=O)c2ccc(NC(=O)C(C)(C)C)cc2)cc1	18%	-16%	-2%
CCc1nnc(SC(CC)C(=O)NCCOC)c2cc3occc3n12 (stereo unspecified)	13%	?	-4%
CCOC(=O)C(NC(C)=O)C(=O)O (stereo unspecified)	-1%	-4%	-2%
COCCCn1cc(C(=O)c2cc(Br)ccc2O)cc(C#N)c1=O	7%	?	-3%
COc1ccccc1Cn1c(=S)[nH]c2cc(C(=O)N3CCC(C(N)=O)CC3)ccc2c1=O	12%	1%	-5%
COC(=O)C1CN(C(=O)C(C)Oc2ccccc2Cl)c2ccccc2O1 (stereo unspecified)	-14%	6%	-18%
COc1ccccc1NC(=O)CSc1oc(-c2ccccc2)nc1S(=O)(=O)c1ccccc1	-15%	21µM*	-9%
Cc1ccccc1CNCc1c(C(=O)O)c(C)n(Cc2ccc(F)cc2Cl)c1C	-3%	-21%	-3%
Cc1ccc(OC(C)C(=O)Nc2ccc(S(=O)(=O)Nc3cc(C)on3)cc2)cc1 (stereo unspecified)	1%	4%	-5%
CCOC(=O)C1=C(O)C(=O)N(Cc2cccnc2)C1c1ccc(C)cc1 (stereo unspecified)	?	24%	1%
CC1=C(Cl)C2=NS(=O)(=O)CCN2C=C1Cl	5%	-8%	-2%
CC(C)c1cccc(C(C)C)c1NC(=O)CNCC(O)c1ccccc1 (stereo unspecified)	-2%	-6%	0%
COC(=O)[C@H](C)[C@@H]1C[C@@]1(C)[C@@H](NC(=O)OCc1ccccc1)c1ccccc1	-3%	?	-8%
Cc1cccc(OCC(=O)Nc2ccccc2N2CCN(C)CC2)c1	0%	-14%	-1%
COc1ccc(N(C(=O)c2ccc3c(c2)OCO3)C2C=CS(=O)(=O)C2)c(OC)c1 (stereo unspecified)	-6%	4%	-17%
O=C(NCc1nnc(SCC(=O)N2CCCCCC2)o1)c1ccco1	2%	-6%	-1%
O=C(NC(=S)Nc1ccc2oc(-c3cccnc3)nc2c1)c1cccc(Cl)c1	-4%	16µM*	-2%
Nc1nonc1/C(=N/O)N1CCCC1	4%	0%	0%
Cc1cc(N2C(=O)c3ccc(C(=O)NCc4ccccc4)cc3C2=O)no1	-19%	-4%	0%
CN1CCN(C(=O)c2cnn(-c3cccc(Cl)c3)c2C2CCN(C(=O)OC(C)(C)C)CC2)CC1	1%	-1%	-16%
CCOC(=O)C1C(c2cc(OC)c(O)c(OC)c2)NC(=S)NC1(O)C(F)(F)F (stereo unspecified)	1%	-12%	1%
Cc1ccccc1CN1C(=O)c2ccccc2S1(=O)=O	-23%	-14%	-4%
Cn1cnc([N+](=O)[O-])c1Nc1cccc(O)c1	-4%	5%	-2%
Cc1ccc(NC(=O)CCOc2ccccc2C)cc1C	1%	3%	-5%
Cc1ccccc1C(=O)N1CCc2c([nH]c3ccccc23)C1C(F)(F)F (stereo unspecified)	-18%	?	1%
CCOC(=O)C1CCN(C(=O)COc2ccc(S(=O)(=O)N3CCOCC3)cc2C)CC1	-13%	-20%	-7%
S=C(NCCN(C1CCCCC1)C1CCCC1)Nc1cccc(Cl)c1	-9%	?	-16%
CCOC(=O)c1cc(=O)c2ccc(OCC(=O)Nc3ccccc3)cc2o1	-4%	5%	-11%
C=CCc1ccc(OCCCN2CCCC(C)C2)c(OC)c1 (stereo unspecified)	5%	-5%	1%
CCc1cccc(CC)c1NC(=S)NCCc1ccc(O)c(O)c1	-13%	23µM*	-6%
C[C@@H](NC(=O)c1cc2c([nH]c3ccccc32)c(-c2ccccc2)n1)C(=O)O	-24%	5%	-2%
COc1ccc(Cl)cc1C(=O)OCC(=O)Nc1cccnc1Cl	1%	-10%	-4%
COc1ccc(C(=O)CCC(=O)Nc2cccnc2)cc1	0%	3%	-5%
CCc1c(C)nc2c(-c3ccccc3)c(C)[nH]n2c1=O	2%	-28%	-11%
CC(C)COc1ccc(Br)cc1CNC(C)(C)C	17%	?	0%
Fc1cccc(Nc2nc(Cl)nc(Cl)n2)c1	26%	-24%	-4%
CCN(C(=O)COC(=O)/C=C/c1ccc(F)cc1)C1CCCCC1	-24%	-10%	-4%
Cc1ccc(-c2csc3ncn(CC(=O)OC(C)C)c(=O)c23)cc1	5%	-21%	0%
Cc1cccc(OCC(=O)Nc2ccccc2N2CCCCC2)c1C	7%	?	-8%
COC(=O)c1c(-c2ccccc2OC)sc2ccccc12	-12%	?	-3%
Cc1ccccc1NC(=O)Nc1ccc2c(c1)CCC2	-6%	-1%	3%
Cc1ccccc1C(=O)Nc1cccc(C(=O)OCc2cc(=O)n3c(C)csc3n2)c1	-7%	-109%	-4%

A second format for part of the listing above.
structure | FEN1 inhibitor | DT40 TDP1 CPT | GCN5L2 inh
CCc1cccc(CC)c1NC(=S)NCCc1ccc(O)c(O)c1 | -13% | 23µM* | -6%
C[C@@H](NC(=O)c1cc2c([nH]c3ccccc32)c(-c2ccccc2)n1)C(=O)O | -24% | 5% | -2%
COc1ccc(Cl)cc1C(=O)OCC(=O)Nc1cccnc1Cl | 1% | -10% | -4%
COc1ccc(C(=O)CCC(=O)Nc2cccnc2)cc1 | 0% | 3% | -5%
CCc1c(C)nc2c(-c3ccccc3)c(C)[nH]n2c1=O | 2% | -28% | -11%
CC(C)COc1ccc(Br)cc1CNC(C)(C)C | 17% | ? | 0%
Fc1cccc(Nc2nc(Cl)nc(Cl)n2)c1 | 26% | -24% | -4%
CCN(C(=O)COC(=O)/C=C/c1ccc(F)cc1)C1CCCCC1 | -24% | -10% | -4%
Cc1ccc(-c2csc3ncn(CC(=O)OC(C)C)c(=O)c23)cc1 | 5% | -21% | 0%
Cc1cccc(OCC(=O)Nc2ccccc2N2CCCCC2)c1C | 7% | ? | -8%
COC(=O)c1c(-c2ccccc2OC)sc2ccccc12 | -12% | ? | -3%
Cc1ccccc1NC(=O)Nc1ccc2c(c1)CCC2 | -6% | -1% | 3%
Cc1ccccc1C(=O)Nc1cccc(C(=O)OCc2cc(=O)n3c(C)csc3n2)c1 | -7% | -109% | -4%

(next part)
SMILES	FEN1 inhibitor	DT40 TDP1 CPT	GCN5L2 inh
Cc1ccccc1-c1nnc(CN2CCN(c3cccc(C)c3C)CC2)o1	?	-20%	-19%
O=C(c1ccco1)N1CCCC(Nc2ccc3c(c2)OCCO3)C1 (stereo unspecified)	-7%	-8%	-16%
COc1ccc(NC(=O)CSc2n[nH]c(-c3ccco3)n2)cc1	15%	?	-4%
CC(=O)c1ccc2noc(-c3ccc(C)cc3)c2c1	-9%	?	-10%
Cc1cccn2c(=O)c(C(=O)NCc3ccccc3Cl)c(O)nc12	-6%	16µM*	0%
O=C(O)C1OC(Oc2c(-c3ccc(O)c(O)c3)oc3cc(O)cc(O)c3c2=O)C(O)C(O)C1O (stereo unspecified)	11µM*	?	-8%
CC[N+](C)(C)c1ccc(/C=C/c2ccc3ccccc3n2)cc1	45µM*	0.028µM*	.
CC(Nc1nc(N2CCN(CCO)CC2)nc2ccccc12)c1ccccc1 (stereo unspecified)	-1%	15%	0%
CC(=O)Nc1ccc(N/C(C)=C/C(=O)c2cccnc2)cc1	43%[activator]	-24%	-5%
O=C(COc1ccc(/C=N/NS(=O)(=O)c2ccccc2)cc1)NCCc1ccccc1	-4%	-22%	-2%
COc1cc(N)c2ncccc2c1OC	-12%	-1%	.
CCCOc1ccc(OCCN2CCCC(C)C2)cc1 (stereo unspecified)	7%	-18%	2%
Cc1ccc(-n2nnnc2SC(C)C(N)=O)c(C)c1 (stereo unspecified)	-4%	-11%	0%
O=C(Oc1c(CN2CCOCC2)cc(Cl)c2cccnc12)c1ccccc1F	-5%	3.7µM*	-4%
Cc1ccc(C(=O)NCCN2CCNC2=O)cc1	5%	7%	0%

Single records (already shown). Order of screens: FEN1 inhibitor	DT40 TDP1 CPT	GCN5L2 inh
`O=C(COc1ccc(/C=N/NS(=O)(=O)c2ccccc2)cc1)NCCc1ccccc1` as listed: -4%	-22%	-2%
`COc1ccc(NC(=O)CSc2n[nH]c(-c3ccco3)n2)cc1` as listed: 15%	?	-4%

Going on with the list.
SMILES	FEN1 inhibitor	DT40 TDP1 CPT	GCN5L2 inh
CCOc1ccc(NC(=O)NNC(=O)COc2ccc3ccccc3c2)cc1	-6%	28%	-9%
COC(=O)[C@]1(Cc2ccccc2)N[C@H](CN(C)S(=O)(=O)c2ccc(C(C)(C)C)cc2)[C@@H]2C(=O)N(C)C(=O)[C@@H]21	-7%	18µM*	-7%
COc1ccc(NS(=O)(=O)c2ccc(N3CCCCS3(=O)=O)cc2)cc1Cl	15%	8.2µM*	-3%
CN(CC(=O)Nc1ccc(Cl)cc1)C(=O)CCc1nc2sc3c(c2c(=O)[nH]1)CCCC3	-17%	?	-6%
CC1CCC(NC(=O)C(NC(=O)c2ccccc2)C(C)C)CC1 (stereo unspecified)	18%	-14%	7%
Cc1ccc(CNC(=O)Cn2ccn(-c3ccc(F)c(F)c3)c(=O)c2=O)cc1	13%	-8%	-17%
COCc1cc(C)nc2sc(C(=O)N3CCN(c4ccccc4)CC3)c(N)c12	-3%	?	-9%
Cc1ccc(S(=O)(=O)N2CCCN(C(=O)c3ccc(-n4cccn4)cc3)CC2)cc1	-11%	?	2%
CCOC(=O)Nc1ccc2c(COC(=O)CN(C)S(=O)(=O)c3ccc(C)cc3)cc(=O)oc2c1	-10%	?	.
CCOc1cccc2sc(=NC(=O)CCS(=O)(=O)c3ccccc3)n(CC)c12	0%	?	4%
Cn1c(-c2cccc(Br)c2)cnc1NCc1ccccc1O	-13%	5%	-8%
Cc1ccc(C(=O)O/N=C\c2ccc(N3CCCCC3)c([N+](=O)[O-])c2)cc1	-15%	?	-6%
CCN(CC)CC(C)OC(=O)COc1ccc(OC)cc1 (stereo unspecified)	-11%	21%	-5%
O=C(c1ccco1)N1CCN(C(c2cccs2)c2sc3ncnn3c2O)CC1 (stereo unspecified)	-11%	4%	-14%
O=C1CC(N2CCSCC2)C(=O)N1c1ccc(F)cc1 (stereo unspecified)	-5%	17%	0%
COc1ccc(CCNC(=O)CSc2nnnn2Cc2ccc3c(c2)OCO3)cc1OC	-1%	-11%	1%
CC1Cc2ccccc2N1C(=O)CN1CCN(Cc2ccccc2)CC1 (stereo unspecified)	-7%	7%	24%
O=C(c1ccc(N2C(=O)C3C4CC(C(Br)C4Br)C3C2=O)cc1)N1CCCCC1 (stereo unspecified)	1%	9%	0.79µM*
FC(F)(F)c1cccc(N2CCC(N=CN3CCCCCC3)=N2)c1	10%	-18%	-8%
O=C(Nc1nnc(SCc2ccccc2Cl)s1)c1cccc([N+](=O)[O-])c1	-8%	-15%	-4%
CCN(CC)c1nc(Oc2ccc(=O)[nH]n2)nc(N2CCOCC2)n1	-7%	16%	2%
CCOc1ccc(N2C(=O)S/C(=C\c3ccc(O)c(OC)c3)C2=O)cc1	-3%	-7%	-5%
O=C(CSc1ccccc1F)NC1CCS(=O)(=O)C1 (stereo unspecified)	2%	0%	-7%
COc1ccc(CCNC(=O)C23CN(Cc4ccccc4)CC2C(c2cccc([N+](=O)[O-])c2)=NO3)cc1 (stereo unspecified)	-17%	?	-29%

Some of the compounds tested; count on the stated rates, not on these rows.
